High-throughput results from PubChem BioAssay.
Mdm2 MdmX PPI = inhibitors of human Mdm2-MdmX association, primary screen, cell-based, luminescence, split luciferase, SaOS-2, uHTS | Protein Mdm4 (Homo sapiens) + E3 ubiquitin-protein ligase Mdm2 (Homo sapiens), … | SaOS-2 split-luciferase Mdm2/MdmX complementation | inhibition, % at 8 µM | 330,000 tested, 3% active;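 active means inhibition of at least 50% at 8 µM in the primary screen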
697 NFkB inh = inhibitors of PMA/ionomycin-induced NF-kB reporter, 697 cells, primary screen, B-cell NF-kB inhibitor project, cell-based, luminescence, uHTS | 697 B-cell NF-kB luciferase reporter, 16 h | inhibition, % at 4 µM | 330,000 tested, 0.33% active; in the data active means inhibition above about 35%
CCR6 antagonist = CCR6 receptor antagonists, primary screen, cell-based, CHO-K1, luminescence, beta-arrestin, uHTS; C-C chemokine receptor type 6 (Homo sapiens), P51684; inhibition, % at 20 µM; AID 493098, 2011; CHO-K1 CCR6 PathHunter beta-arrestin, CCL20-stimulated; 340,000 tested, 0.49% active;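 active means compounds whose inhibition of the agonist-driven luminescence signal at 20 µM reaches about 50%, limit read from the data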;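 further: cells stimulated with CCL20 at 14 nM final; plate controls were DMSO with CCL20 for no effect and DMSO without agonist for full effect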
CXCR6 block = CXCR6 receptor inhibitors, primary screen, cell-based, beta-arrestin, luminescence, CHO-K1 PathHunter, 1536-well. C-X-C chemokine receptor type 6 (Homo sapiens), O00574. inhibition, % at 20 µM. 360,000 tested, 0.36% active. AID 602244, 2012; in the data active means inhibition above about 34%, passing the limit was not always enough;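 further: antagonist mode with CXCL16 agonist at 10 nM final; 0% = 10 nM CXCL16 with DMSO and 100% = unstimulated wells without agonist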
Target sequence (O00574 whole entry, looked up): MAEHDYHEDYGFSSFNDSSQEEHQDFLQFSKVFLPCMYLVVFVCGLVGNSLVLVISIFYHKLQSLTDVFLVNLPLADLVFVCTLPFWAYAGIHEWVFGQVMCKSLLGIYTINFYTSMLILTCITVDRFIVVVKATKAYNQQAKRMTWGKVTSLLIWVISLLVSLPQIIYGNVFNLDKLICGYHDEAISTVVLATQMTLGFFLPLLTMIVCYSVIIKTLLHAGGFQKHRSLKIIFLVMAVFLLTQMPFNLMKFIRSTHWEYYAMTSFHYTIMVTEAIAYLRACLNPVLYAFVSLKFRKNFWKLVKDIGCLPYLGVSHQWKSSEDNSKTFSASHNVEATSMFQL
EBI2 antag = EBI2 receptor antagonists, beta-arrestin recruitment, primary screen, cell-based, luminescence, 7a,25-OHC stimulation, uHTS; G-protein coupled receptor 183 (Homo sapiens), P32249; 7a,25-OHC stimulated; inhibition, % at 5 µM; 360,000 tested, 0.81% active; AID 651636, 2012; in the data active means inhibition above about 38%;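 further: enzyme fragment complementation signal reports receptor beta-arrestin coupling in cells; 0% = agonist plus DMSO wells and 100% = wells without agonist; some results beyond the cut were filed as inactive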
Target sequence (P32249 whole entry, looked up, the tested form may be a part): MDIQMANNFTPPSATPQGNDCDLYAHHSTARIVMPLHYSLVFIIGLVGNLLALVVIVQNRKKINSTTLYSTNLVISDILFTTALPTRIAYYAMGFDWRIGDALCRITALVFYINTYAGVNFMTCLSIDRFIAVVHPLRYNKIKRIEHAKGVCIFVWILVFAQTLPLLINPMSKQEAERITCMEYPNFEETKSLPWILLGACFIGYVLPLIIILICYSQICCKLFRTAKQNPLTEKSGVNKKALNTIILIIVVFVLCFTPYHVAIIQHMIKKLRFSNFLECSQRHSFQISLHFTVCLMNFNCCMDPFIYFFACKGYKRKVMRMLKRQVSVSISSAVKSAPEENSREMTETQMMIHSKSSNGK
Jurkat NFkB inh = inhibitors of induced NF-kB luciferase reporter, primary screen, TCR NF-kB activation inhibitor project, cell-based, luminescence, uHTS | Jurkat, PMA/ionomycin-induced NF-kB luciferase reporter | inhibition, % at 4 µM | 330,000 tested, 0.53% active; in the data active means inhibition above about 50%
Gli-Sufu block = Gli-Sufu pathway antagonists, primary screen, luciferase luminescence, Sufu-KO-LIGHT cells, uHTS | AID 588413, 2011 | Sufu-KO-LIGHT fibroblasts, Gli luciferase reporter luminescence | 340,000 tested, 0.74% active | inhibition, % at 5 µM;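 active means inhibition above about 55%, limit read from the data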;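 further: 0% = DMSO-treated cells and 100% = wells with medium but no cells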
UPR CHOP act = activators of apoptotic CHOP UPR arm, primary screen, cell-based, CHO-CHOP luciferase reporter, luminescence, uHTS. UPR activation; percent of tunicamycin response over DMSO baseline. activation, % at 10 µM. 330,000 tested, 0.34% active. AID 449763, 2010;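 active means at 10 µM dose, activation of 40% or more, normalized to positive control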;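 further: 100% = tunicamycin at 10 µg/mL and 0% = DMSO alone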
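Material: CHO-CHOP cells, stable luciferase reporter of PERK-eIF2a-CHOP signalling; quantity: 500 reporter cells seeded per well; buffer or medium: F12 medium containing 10% fetal bovine serum; compound: one dose, 10 µM in 0.5% DMSO; incubation: 6 h compound treatment, 37 °C; measured by: Steady-Glo luciferase luminescence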
XBP1 UPR activ = activators of adaptive XBP1 UPR arm, primary screen, cell-based, CHO-XBP1 luciferase reporter, luminescence, uHTS. IRE1-XBP1 UPR activation; percent of tunicamycin response, DMSO as zero. activation, % at 20 µM. 330,000 tested, 0.33% active;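 active means versus positive control, 20 µM dose yields 30% or more activation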;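 further: 100% = tunicamycin at 10 µg/mL and 0% = DMSO only wells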
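Material: CHO cell line with stable XBP1 luciferase reporter; schedule: 16-18 h cell attachment at 37 °C, then 6 h compound exposure; signal: glow luminescence from Steady-Glo reagent; medium: serum-containing F12 medium, 10% FBS; benchmarks: tunicamycin 10 µg/mL and vehicle-only wells; read-out: percent activation relative to tunicamycin reference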
Active calls of the source: *; x = no result given.

The line under a structure holds: Jurkat NFkB inh	XBP1 UPR activ	EBI2 antag	CXCR6 block	697 NFkB inh	CCR6 antagonist	UPR CHOP act	Mdm2 MdmX PPI	Gli-Sufu block
1	Cc1ccc(S(=O)(=O)N2CCN(C(=O)COC(=O)c3ccc(Cl)c(S(N)(=O)=O)c3)CC2)c(C)c1
 : x	x	-23	-5	x	18	x	x	1
2	O=C(CCc1ccccc1)N1CCCC(Nc2ccc(F)cc2)C1 (stereo unspecified)
 : -3	-5	6	-1	16	10	-0.8	12	7
3	Cc1ccc(C)c(OCCC(=O)OCC(=O)Nc2ccc(Cl)cn2)c1
 : -7	-1	-3	-5	-1	7	0.8	6	6
4	CC1CCCCC1NC(=O)COC(=O)c1ccc(S(=O)(=O)N2CCOCC2)cc1 (stereo unspecified)
 : 8	-3	-10	-10	-1	-1	-1.4	-2	x
5	C[C@]12c3[nH]c4cc(-c5ccco5)ccc4c3CCN1C(=O)[C@@H](CC(=O)NCCCn1ccnc1)C[C@@H]2C(=O)N1CCCCC1
 : x	3	3	4	2	25	3.4	27	4
6	Nc1c2c(=O)[nH]c(O)cc2nn1-c1ccccc1
 : x	x	-21	-11	x	-4	x	x	7
7	CCc1nnc(NC(=O)CCC(=O)N2CCN(S(=O)(=O)c3ccc(OC)cc3)CC2)s1
 : 1	-3	-1	-13	2	7	-0.5	21	0
8	Cc1ccc(C2CC(=O)C(C=NCCN3CCN(CC(=O)Nc4cc(C)cc(C)c4)CC3)=C(O)C2)cc1 (stereo unspecified)
 : x	x	7	10	x	-3	x	x	-17
9	CN1CCN(CCCNC(=O)C2CC(=O)N(C3CCCCC3)C2)CC1 (stereo unspecified)
 : -10	6	-1	-15	16	-13	-1.8	9	10
10	O=C(c1ccco1)N1CCN(Cc2nc(Cc3ccccc3)no2)CC1
 : 1	2	-10	10	10	2	-1.1	8	-1
11	O=C(C1Cc2ccccc2CN1S(=O)(=O)c1cccs1)N1CCCCCC1 (stereo unspecified)
 : 8	-3	1	4	1	9	0.2	-2	7
12	CC1(c2cccc3ccccc23)NC(=O)N(CC(=O)NC2CCS(=O)(=O)C2)C1=O (stereo unspecified)
 : -4	-1	-7	0	22	-16	0.2	23	-7
13	O=c1ccn([C@@H]2O[C@H](COS(=O)(=O)O)[C@@H](O)[C@H]2O)c(=O)[nH]1
 : 5	-2	-12	0	-30	-7	1.4	-36	38
14	OC[C@@H](O)[C@H](O)C(/C=N/Nc1ccccc1)=N\Nc1ccccc1
 : 7	0	4	-10	-12	1	1.8	5	0
15	Cc1noc(C)c1COc1ccc(C(=O)NCCc2ccc(S(N)(=O)=O)cc2)cc1
 : -3	-4	-3	7	-3	6	2.6	26	-8
16	Cc1ccc(NC(=O)Cn2nnc(C(=O)NCc3ccco3)c2N)cc1
 : 7	0	-10	-1	-4	8	0.7	14	5
17	C(=N\n1cnnc1)/c1cccc(Oc2ccccc2)c1
 : 0	-3	-7	3	-13	2	2.1	9	6
18	CCCCCCCCCC(=O)N/N=C(\C)c1cccnc1
 : -11	-2	8	-5	-26	0	-1.4	-9	4
19	CNC(=O)CN(c1ccc2c(c1)OCCO2)S(C)(=O)=O
 : 7	0	-3	1	29	-7	-1.3	12	17
20	Cc1ccc(-c2nc(-c3ccncc3)no2)cc1C
 : -145	-4	-2	2	-228	-2	0.0	-93	-61
21	Cc1c(C(=O)O)cccc1-c1ccc(/C=N/n2cnnc2)o1
 : -16	-3	8	-1	-43	5	1.1	-4	2
22	CCc1cccc(C)c1NC(=O)c1ccc2c(c1)CCN2S(C)(=O)=O
 : 8	-3	3	8	-20	0	3.1	-3	25
23	O=C(CCS(=O)(=O)c1ccc(Br)cc1)NC1CCCC1
 : -23	-3	-5	0	15	10	2.6	4	7
24	Cc1ccc(S(=O)(=O)NC(C)C(=O)Nc2ccc3c(c2)OCO3)cc1 (stereo unspecified)
 : 1	-2	-10	0	16	9	-1.5	8	4
25	CCc1ccc2nc(SCC(=O)N(CC)CC)c(C#N)cc2c1
 : -53	-5	4	-1	-2	17	3.2	-16	-4
26	O=C1CCN(C(=O)c2ccccc2)C2CCCCC12 (stereo unspecified)
 : 7	3	-9	-5	10	3	-0.3	10	-1
27	Cc1n(CC(O)COC2CCCCC2)c2ccccc2[n+]1C (stereo unspecified)
 : 8	1	-7	-11	-16	-18	0.4	-6	-4
28	Cc1cc(N2CCOCC2)nc2ccc(Cl)cc12
 : -49	2	-4	-5	-41	6	5.8	-20	-42
29	O=C(Nc1ccc2nc3n(c(=O)c2c1)CCCC3)c1cccnc1Cl
 : -1	4	3	-2	12	9	0.4	9	25
30	CSc1nc(N)nc2c1ncn2C1OC(CO)CC1O (stereo unspecified)
 : x	x	5	-10	x	-9	x	x	0
31	O=S(=O)(Nc1nc2ccccc2nc1NCC1CCCO1)c1cccc(Cl)c1 (stereo unspecified)
 : 3	-2	-5	-6	-17	5	0.6	-11	8
32	CC1CC(C)CN(C(=O)C2CCN(S(=O)(=O)c3ccc4c(c3)CC(C)N4C(=O)C3CC3)CC2)C1 (stereo unspecified)
 : 13	-4	7	2	6	-8	1.5	29	-6
33	CN(Cc1ccccc1)C(=O)c1ccc(NC(=O)Cc2cccc(NC(=O)C3CCCN(C(=O)CCc4ccccc4)C3)c2)cc1 (stereo unspecified)
 : 13	-5	2	-3	-20	9	0.6	19	13
34	CCOC(=O)c1cnn(-c2ccccc2)c1N
 : -14	-4	-13	8	-19	10	2.7	-15	-9
35	CCCCCn1c(SCCC(C)C)nc2c1c(=O)[nH]c(=O)n2C
 : 1	4	10	-9	-12	22	2.0	12	14
36	O=C(NNC(=O)C1CC=CCC1)c1cccc(Br)c1 (stereo unspecified)
 : 11	-4	3	-13	10	-1	0.6	-16	-8
37	CSc1ccccc1NC(=O)Nc1ccc(F)c(Cl)c1
 : -2	5	1	-6	14	-6	4.0	-6	40
38	COc1ccc(NC(=S)NN2C(C)CCCC2C)cc1 (stereo unspecified)
 : 8	0	-12	-3	19	10	0.0	4	-2
39	O=C(O)CSC1CC(=O)N(c2cccc(Cl)c2)C1=O (stereo unspecified)
 : 0	1	9	2	-17	1	-1.4	-8	4
40	CC(=O)Nc1cccc(-c2nc3ccccc3s2)c1
 : -82	1	11	2	-82	5	4.2	-124	-79

Four entries drawn at random from the list so far, as already listed:
The line under a structure holds: Jurkat NFkB inh	XBP1 UPR activ	EBI2 antag	CXCR6 block	697 NFkB inh	CCR6 antagonist	UPR CHOP act	Mdm2 MdmX PPI	Gli-Sufu block
34	CCOC(=O)c1cnn(-c2ccccc2)c1N
 : -14	-4	-13	8	-19	10	2.7	-15	-9
32	CC1CC(C)CN(C(=O)C2CCN(S(=O)(=O)c3ccc4c(c3)CC(C)N4C(=O)C3CC3)CC2)C1 (stereo unspecified)
 : 13	-4	7	2	6	-8	1.5	29	-6
31	O=S(=O)(Nc1nc2ccccc2nc1NCC1CCCO1)c1cccc(Cl)c1 (stereo unspecified)
 : 3	-2	-5	-6	-17	5	0.6	-11	8
37	CSc1ccccc1NC(=O)Nc1ccc(F)c(Cl)c1
 : -2	5	1	-6	14	-6	4.0	-6	40

Other results follow.
The line under a structure holds: Jurkat NFkB inh	XBP1 UPR activ	EBI2 antag	CXCR6 block	697 NFkB inh	CCR6 antagonist	UPR CHOP act	Mdm2 MdmX PPI	Gli-Sufu block
41	CCOC(=O)c1cnc(Nc2nc3ccccc3o2)nc1CN1CCN(C)CC1
 : x	x	3	-12	x	10	x	x	-7
42	CCOC(=O)C1=C(C)NC(=S)NC1c1ccc(OCC(=O)N2CCCCC2)cc1 (stereo unspecified)
 : 4	-3	-1	-6	19	-2	-2.1	-5	20
43	Cc1cccc(NC(=O)Nc2ccncc2)c1
 : -17	0	-4	0	-3	-20	2.4	3	-11
44	Cc1ccc2c(CN(C)Cc3cccc(F)c3)cc(=O)oc2c1
 : -61	-3	13	-1	-51	19	6.2	-134	-53
45	COC(=O)c1ccc(OC(=O)c2ccccc2F)cc1
 : 6	1	x	x	7	x	3.2	3	x
46	Cc1c(NC(=O)C(=O)N/N=C/c2cccs2)c(=O)n(-c2ccccc2)n1C
 : 7	1	-12	-16	22	-1	0.5	-10	-3
47	CCOC(=O)C1=CN(CC)S(=O)(=O)NC1c1ccccc1 (stereo unspecified)
 : x	0	-8	3	6	16	1.7	25	-7
48	O=C(COC(=O)c1ccc(O)cc1O)c1ccc2c(c1)OCCO2
 : -4	5	-9	-3	-2	15	1.9	9	-31

One compound at a time (already shown):
`CCOC(=O)C1=C(C)NC(=S)NC1c1ccc(OCC(=O)N2CCCCC2)cc1` (stereo unspecified) across the screens: Jurkat NFkB inh = 4; XBP1 UPR activ = -3; EBI2 antag = -1; CXCR6 block = -6; 697 NFkB inh = 19; CCR6 antagonist = -2; UPR CHOP act = -2.1; Mdm2 MdmX PPI = -5; Gli-Sufu block = 20
`Cc1c(NC(=O)C(=O)N/N=C/c2cccs2)c(=O)n(-c2ccccc2)n1C` across the screens: Jurkat NFkB inh = 7; XBP1 UPR activ = 1; EBI2 antag = -12; CXCR6 block = -16; 697 NFkB inh = 22; CCR6 antagonist = -1; UPR CHOP act = 0.5; Mdm2 MdmX PPI = -10; Gli-Sufu block = -3
